Compound activity as filed in PubChem BioAssay.
15-hLO inh: qHTS Assay for Inhibitors of 15-hLO (15-human lipoxygenase). Polyunsaturated fatty acid lipoxygenase ALOX15 (Homo sapiens), P16050. purified 15hLO-1, xylenol orange hydroperoxide absorbance. Potency, µM (titrated, usually from 57.1 µM), inactives show at the top dose activity change, negative = inhibition, usual class: inhibitors. 1.4% of 74,000 active; note: potency is the fitted concentration of half-maximal effect; % is set by controls: 0 for no effect and ±100 for the full control effect; nearly all actives have a fitted effect of over 55% in size
Target sequence (P16050 whole entry, looked up): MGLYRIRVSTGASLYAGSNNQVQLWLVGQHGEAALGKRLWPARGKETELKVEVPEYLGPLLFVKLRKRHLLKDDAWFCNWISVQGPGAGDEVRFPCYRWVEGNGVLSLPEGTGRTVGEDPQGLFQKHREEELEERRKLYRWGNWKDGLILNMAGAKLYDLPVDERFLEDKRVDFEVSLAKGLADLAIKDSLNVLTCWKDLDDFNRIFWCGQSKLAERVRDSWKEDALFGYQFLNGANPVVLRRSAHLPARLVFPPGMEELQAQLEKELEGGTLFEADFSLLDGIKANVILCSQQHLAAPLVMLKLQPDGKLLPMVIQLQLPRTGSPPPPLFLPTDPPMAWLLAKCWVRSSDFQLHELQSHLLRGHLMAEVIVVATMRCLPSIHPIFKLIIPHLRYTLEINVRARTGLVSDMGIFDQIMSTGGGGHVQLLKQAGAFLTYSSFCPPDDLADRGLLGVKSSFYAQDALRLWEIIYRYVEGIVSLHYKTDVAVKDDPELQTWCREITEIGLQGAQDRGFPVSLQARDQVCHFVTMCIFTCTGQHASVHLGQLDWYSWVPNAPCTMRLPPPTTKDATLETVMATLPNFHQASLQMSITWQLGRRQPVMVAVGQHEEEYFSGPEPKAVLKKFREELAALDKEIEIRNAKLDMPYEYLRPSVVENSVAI
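Quantitative HTS in 25 mM Hepes pH 7.5 containing 0.01% Triton X-100: human 15hLO-1 at 40 nM, arachidonic acid at 50 uM, 6 min turnover. Product quantified via ferrous oxidation/xylenol orange, 573:405 nm absorbance ratio.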
Fluorescein fluor: qHTS Assay for Spectroscopic Profiling in Fluorescein Spectral Region. Compound autofluorescence, 480/540 nm, fluorescein-equivalent; active compounds read high. AID 593, 2007. 0.91% of 59,000 active. max fluorescein-equivalent concentration, M; in the data active = max fluorescein-equivalent concentration above about 10 nM; inconclusive = between about 1.1 nM and that limit
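Library compounds, added at multiple concentrations to pH 8.0 Tris buffer (100 mM), incubate 15 min at room temperature before CCD imaging at 480 nm excitation and 540 nm emission.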
4-MU autofl: qHTS Assay for Spectroscopic Profiling in 4-MU Spectral Region; compound autofluorescence, 340/450 nm, 4-MU equivalents; active compounds read high; max dye-equivalent concentration, M; 11% of 59,000 active; AID 589, 2007; in the data active = max dye-equivalent concentration above about 10 nM; inconclusive = mostly about 1.1 nM to 9.6 nM
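Compounds in 100 mM Tris, pH 8.0, incubated 15 min at room temperature, then fluorescence read at 340 nm excitation/450 nm emission. Signal converted to 4-MU dye-equivalent concentration using an on-plate six-point 4-MU standard curve.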
Epigenetic mod: qHTS Assay for Epigenetic Modulators. 0.09% of 68,000 active. Potency, µM (highest dose often 46.1 µM), without a hit: top-dose GFP derepression (activation). mouse C127i GFP locus derepression, cytometry, 30 h; note: % of control where 0% means no effect
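Read-out is the number of GFP-positive cells, scored as fluorescent objects 20 to 120 um wide, reflecting derepression of a silenced CMV-GFP reporter in murine C127i cells after 30 h compound exposure at 37 C.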
HBB splicing: qHTS Assay for Modulators of Hemoglobin Beta Chain Splicing; HBB splicing reporter cell assay, activation; EGFP reporter with mutant IVS2-654 intron; response scale: normalised to 500 nM splice-correcting PNA; Potency, µM (titrated, usually from 46.1 µM), for inactives: at the highest dose activation, usual class: activators; 0.06% of 65,000 active; AID 925, 2007; note: potency is the fitted concentration of half-maximal effect; 0% is about no effect
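HeLa cells stably expressing EGFP interrupted by mutant beta-globin intron 2 (IVS2-654), 500/well in 2% FCS. Treated with compound for 2 days at 37C. Splicing correction scored as total well GFP intensity (488 nm excitation, 500-520 nm emission); 500 nM antisense PNA served as control.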
Ub-GFP proteasome: Ubiquitin-GFP Assay. Ubiquitin-GFP reporter cells, proteasome inhibition, GFP fluorescence; response scale: untreated = 0%, 10 µM MG-132 = 100%. Potency, µM (doses to about 45.9 µM), for the others: at the top dose activation (GFP accumulation), usual class: activators. 67,000 tested, under 10 active. AID 526, 2006; active = well fitted activation curve with a large enough effect, not every such curve was filed as active; inconclusive = small, poorly fitted or top-dose-only effect, or another doubt; inactive = no such curve, though single readings can be large or run the other way; note: potency is the fitted concentration of half-maximal effect
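GFP accumulation read-out: laser plate cytometry counting ubiquitin(G76V)-GFP-expressing U2OS cells after 4 hr compound exposure at 37 °C. Titrations spanned 46 uM to 2.9 nM; 0% = basal, 100% = 10 uM MG-132; concentration-response curves fitted.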
DNA Pol III inh: qHTS Assay for Inhibitors of DNA Polymerase III Holoenzyme System; Potency, µM (series often up to 57.1 µM), without a hit: at the highest dose activity change, negative = inhibition; reconstituted DNA polymerase III holoenzyme replication, biochemical; AID 603, 2007; 0.25% of 71,000 active; note: potency is the fitted concentration of half-maximal effect; % is set by controls: 0 for no effect and ±100 for the full control effect
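Reconstituted *E. coli* holoenzyme (0.35 nM Pol III, 1 nM beta, 154 nM SSB, 2 nM primase) was preincubated with compound for 15 min at RT. Synthesis on 1.4 nM ssM13Gori ran 35 min, then was stopped with PicoGreen/EDTA and read as dsDNA fluorescence.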
Texas Red fluor: qHTS Assay for Spectroscopic Profiling in Texas Red Spectral Region | Compound fluorescence, Texas Red channel, 547/618 nm; active compounds read high | max dye-equivalent concentration, M | 0.06% of 59,000 active | AID 587, 2007; in the data active = max dye-equivalent concentration above about 10 nM; inconclusive = between about 1.1 nM and that limit
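qHTS profiling of intrinsic compound fluorescence; 100 mM Tris pH 8.0; 15 min RT; ex 547 / em 618 nm; response expressed as Texas Red dye-equivalent concentration from six-point plate standard.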
Hsp90 Hop PPI: qHTS Assay for Disrupters of an Hsp90 Co-Chaperone Interaction; Hsp90 C-terminal peptide / TPR2A (Hop) interaction, human; AlphaScreen TPR2A-His6 binding biotin-Hsp90 C-terminal peptide; Potency, µM (top dose mostly 57 µM), inactives show at the highest dose activity change, negative = inhibition; 0.44% of 71,000 active; AID 595, 2007; active = well fitted curve in either direction with a large enough effect; inconclusive = small, poorly fitted or top-dose-only effect, or another doubt; note: potency is the fitted concentration of half-maximal effect; % is set by controls: 0 for no effect and ±100 for the full control effect; many of its hits are not listed in these tables
Rhodamine autofl: qHTS Assay for Spectroscopic Profiling in Rhodamine Spectral Region; max dye-equivalent concentration, M; Rhodamine-region fluorescence, 547/598 nm, Tris buffer; active compounds read high; 0.05% of 59,000 active; in the data active = max dye-equivalent concentration above about 11 nM; inconclusive = between about 1.1 nM and that limit
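Intrinsic compound fluorescence, ex 547 / em 598 nm, CCD imager. Tris 100 mM pH 8.0; 15 min RT. Output = rhodamine dye-equivalent concentration at each compound concentration.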
HADH2 inhib: qHTS Assay for Inhibitors of HADH2 (Hydroxyacyl-Coenzyme A Dehydrogenase, Type II); recombinant HADH2, NADH fluorescence, beta-hydroxybutyryl-CoA; Potency, µM (titrated, usually from 57.1 µM), for inactives: top-dose activity change, negative = inhibition, usual class: inhibitors; 3.4% of 73,000 active; 3-hydroxyacyl-CoA dehydrogenase type-2 (Homo sapiens), Q99714; note: potency is the fitted concentration of half-maximal effect; % is set by controls: 0 for no effect and ±100 for the full control effect; nearly all actives have a fitted effect of over 60% in size; many of its hits are not listed in these tables
Target sequence (Q99714 whole entry, looked up, one chain of several): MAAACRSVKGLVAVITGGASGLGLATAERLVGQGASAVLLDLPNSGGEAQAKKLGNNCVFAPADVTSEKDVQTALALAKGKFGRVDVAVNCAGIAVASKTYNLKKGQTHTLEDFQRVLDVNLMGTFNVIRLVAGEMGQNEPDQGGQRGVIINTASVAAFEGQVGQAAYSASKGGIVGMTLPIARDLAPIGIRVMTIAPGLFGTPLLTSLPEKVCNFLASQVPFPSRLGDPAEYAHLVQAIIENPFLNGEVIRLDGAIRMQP
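Activity measured as NADH fluorescence gain (360/450 nm), taken as the change between first and last reads of a 4-min kinetic run. Conditions: pH 9.0 Tris buffer, 20 nM E. coli-expressed His-tagged enzyme, 1 mM NAD+, 90 uM beta-hydroxybutyryl-CoA; 15-min compound preincubation.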
Active calls of the source: *; i = inactive; ? = inconclusive; . = no result given; [ ] = another dose, or the depositor's remark. Unless noted, calls come from the whole dose curve; as a rule, active = well fitted curve in the direction sought with a large enough effect; inconclusive = small, poorly fitted or top-dose-only effect, or another doubt; inactive = no such curve, though single readings can be large; an effect the other way counts as inactive or inconclusive. An excerpt; count on the stated rates, not on these rows.

Below each SMILES: 15-hLO inh	Fluorescein fluor	4-MU autofl	Epigenetic mod	HBB splicing	Ub-GFP proteasome	DNA Pol III inh	Texas Red fluor	Hsp90 Hop PPI	Rhodamine autofl	HADH2 inhib
1: O=S(=O)(O)n1ccnc1 (tested in a mixture with another compound)
    5%[11.4 µM]	?	i	-2%[9.22 µM]	2.8%[9.22 µM]	-4%[9.17 µM]	0%[11.4 µM]	i	-3%[11 µM]	i	0%[11.4 µM]
2: Cc1cc(C(=O)COC(=O)Cn2c(C(F)(F)F)nc3ccccc32)c(C)n1Cc1ccco1
    -7%	?	i	-1%	-0.3%[57.5 µM]	1%	4%	i	-4%	i	31%[activator]
3: O=C(C1CCN(S(=O)(=O)c2ccc3c(c2)OCCO3)CC1)N1CCc2ccccc21
    ?	?	i	-3%	.	3%	-7%	i	-2%	i	23%
4: COc1ccc(N2CCN(C(=O)COc3ccc4ccccc4c3)CC2)cc1
    1%	i	i	-2%	0.6%	-1%	-6%	i	-2%	i	13%
5: O=S(=O)(NC1CCCCC1)c1ccc(S(=O)(=O)N2CCN3CCCC3C2)cc1 (stereo unspecified)
    1%	i	i	1%	.	5%	-2%	?	-4%	i	5%
6: COc1ccc(OCC(O)CNc2ccc(Br)cc2)cc1 (stereo unspecified)
    -1%	i	i	4%	-0.6%	-1%	0%	i	-4%	i	-1%
7: COc1ccc(-n2c(Cc3cc(=O)[nH]c(=O)[nH]3)nnc2SCC(=O)N2CCC(C)CC2)cc1
    5%	.	.	.	-1.8%	8%	-3%	.	1%[2.3 µM]	.	6%
8: COC(=O)c1ccc(CSc2nnc(Nc3ccccc3OC)s2)o1
    -1%	?	i	-1%	3.6%	2%	-4%	i	-3%	i	2%
9: O=C1c2ccccc2C(=O)N1CCCc1nc2ccccc2c(=O)n1CCCn1ccnc1
    38%[activator]	?	i	-2%	.	0%	-4%	i	-4%	i	35%[activator]
10: CCCOC(=O)Cc1n[nH]c(=O)[nH]c1=O
    9%	i	i	-1%	-0.1%[57.5 µM]	3%	-3%	?	-3%	i	-1%
11: COc1ccccc1CN1CCC2(CC1)CCN(C(=O)c1csnn1)CC2
    4%	i	2.4e-08M*	0%[9.22 µM]	1.9%	0%	1%	i	-1%	i	-8%
12: CCN(CCCNC(=O)COc1cc(=O)n(C)c2ccccc12)c1ccccc1
    1%	i	i	0%	0.7%	-6%	0%	i	-9%	i	-4%
13: O=C(NC1CCS(=O)(=O)C1)c1cccc(S(=O)(=O)N2CCCCC2)c1 (stereo unspecified)
    12%	?	i	0%	-1.0%	9%	0%	i	-8%	i	2%
14: Cc1cc(OC(=O)N2CCCCC2)cc(C)c1Cl
    -5%	i	i	2%	0.1%	-1%	0%	i	14%	i	24%
15: Clc1cccc(Cl)c1NC1=NCCN1
    5%[25.6 µM]	?	i	-1%	0.4%[20.6 µM]	-6%	2%	?	-4%	i	-5%
16: COC(=O)[C@H](CCSC)NC(=O)Nc1ccc(C(C)C)cc1
    6%	?	?	1%	-0.5%[57.5 µM]	3%	2%	i	-6%	i	-2%
17: O=C(NCCC1=CCCCC1)C1CCN(S(=O)(=O)N2CCOCC2)CC1
    0%	i	i	0%	1.5%[57.5 µM]	-2%	-2%	?	-2%	i	6%
18: O=C(NC1CCCCCCC1)C1CCN(c2nc3ccccc3o2)CC1
    3%	i	?	0%	-1.4%[57.5 µM]	1%	-4%	i	-2%	i	-2%
19: COc1ccc(NC(=O)CSc2nnc(-c3ccccc3C)n2N)cc1OC
    4%	?	i	0%	5.4%[0.369 µM]	2%	2%	i	-3%	i	-7%
20: O=c1oc2c3c4c(cc2s1)CCCN4CCC3
    ?	.	.	5%	-1.6%	3%	-6%	.	-28%	.	2.5µM*
21: CCCCN1C2=NCCCN2c2cc(C)c(C)cc21
    1%	i	i	4%	-1.3%	7%	-8%	i	-6%	i	5%
22: Cn1nc(CC(=O)N2CCN(c3ccccc3)CC2)c2ccccc2c1=O
    -20%	i	i	0%	-0.5%	0%	0%	i	-8%	i	-7%
23: Cc1ccc(/C=c2/sc3nnc(-c4ccccc4Cl)n3c2=O)o1
    -19%	.	.	0%	3.5%	3%	-6%	.	-8%	.	?
24: COCCNC(=O)c1cc2c(-c3ccccc3F)nn(C)c2s1
    -3%	i	i	0%	0.1%	-6%	-6%	i	-1%	i	?
25: O=C(Nc1ccon1)c1ccc(Br)o1
    3%	i	i	0%	-0.3%	6%	-2%	i	-4%	i	-4%
26: COc1ccc(OC)c(NC(=O)C2CCN(S(=O)(=O)c3c(C)noc3C)CC2)c1
    -2%	i	i	-1%	-0.3%	-6%	0%	i	-1%	i	-10%
27: Cc1cc(NC(=O)CCC(=O)N(c2ccccc2)C(C(=O)NC2CCCC2)c2ccncc2)no1 (stereo unspecified)
    1%	i	i	1%	.	1%	-1%	i	1%	i	2%
28: O=C(CSCCO)Nc1cccc2ccccc12
    2%	?	i	0%	-1.3%	7%	-4%	i	-3%	i	-1%
29: O=C1CC(Sc2ncccn2)C(=O)N1c1ccccc1C(F)(F)F (stereo unspecified)
    -3%	i	i	6%	1.0%	-4%	0%	i	1%	i	-18%
30: Cc1cccn2c(=O)c3cc(C(=O)N4c5ccccc5CC4C)n(C)c3nc12 (stereo unspecified)
    -1%	?	1e-08M*	0%	-1.7%	11%	0%	i	8%	i	-4%

Reprinted from the part before: 3 entries, followed by the next part.
Below each SMILES: 15-hLO inh	Fluorescein fluor	4-MU autofl	Epigenetic mod	HBB splicing	Ub-GFP proteasome	DNA Pol III inh	Texas Red fluor	Hsp90 Hop PPI	Rhodamine autofl	HADH2 inhib
28: O=C(CSCCO)Nc1cccc2ccccc12
    2%	?	i	0%	-1.3%	7%	-4%	i	-3%	i	-1%
29: O=C1CC(Sc2ncccn2)C(=O)N1c1ccccc1C(F)(F)F (stereo unspecified)
    -3%	i	i	6%	1.0%	-4%	0%	i	1%	i	-18%
30: Cc1cccn2c(=O)c3cc(C(=O)N4c5ccccc5CC4C)n(C)c3nc12 (stereo unspecified)
    -1%	?	1e-08M*	0%	-1.7%	11%	0%	i	8%	i	-4%
31: CCOc1ccc(Nc2cc(C)nc3nc(C)nn23)cc1
    -2%	.	.	0%	-0.2%	3%	-2%	.	-1%	.	1%
32: Cc1cccc(-n2c(N)cc(=O)nc2SCC(=O)NC2CCCCC2)c1
    9%	?	i	0%	-1.2%	-7%	-3%	i	-2%	i	20%
33: COc1ccc(-c2nnc(SC)n2C)cc1
    -1%	i	i	0%	.	0%	1%	i	-2%	i	1%
34: COc1ccc2[nH]cc(CCNc3cc(-c4ccccc4C(F)(F)F)ncn3)c2c1
    16µM*	i	i	19%[9.22 µM]	-0.3%	-2%	-4%	i	-21%	i	?
35: O=CN1Cc2[nH]c3ccccc3c2N(c2ccc(Cl)cc2)C1=O
    -15%	?	i	-3%	2.6%[57.5 µM]	-3%	-6%	i	-1%	i	-12%
36: Cn1c(Cl)nc2ccccc21
    -2%	i	i	-2%	-0.3%[1.84 µM]	0%	-6%	i	-1%	i	-2%
37: COc1ccc(-c2nnc(NC(=O)c3ccc(S(=O)(=O)N4COCC4(C)C)cc3)o2)cc1
    28%	i	i	1%	-0.6%	-14%	4%	i	?	i	?
38: Cc1cc(=O)oc2cc(OCC(O)CN3CCN(c4ccccc4)CC3)ccc12 (stereo unspecified)
    8%	?	?	3%	4.8%[57.5 µM]	-1%	-1%	i	-8%	i	?
39: CCOC(=O)C1=C(C)NC(=O)NC1c1ccc(OC)c(Cl)c1 (stereo unspecified)
    2%	?	?	0%	-1.3%	0%	1%	i	-5%	i	-5%
40: CCOC(=O)C1CCN(c2c(NCCCN(CC)Cc3ccccc3)c(=O)c2=O)CC1
    -5%	?	i	1%	-0.3%	5%	-2%	i	-1%	i	4%
41: Cc1c(Cl)cccc1NC(=O)c1cc(C2CC2)on1
    -5%	.	.	0%	-1.4%	9%	-9%	.	10%	.	-3%
42: Cc1ccc(O)c(Sc2cc(C)ccc2O)c1
    ?	i	i	0%	-1.6%	1%	-6%	i	-6%	i	?
43: CC(=O)Nc1ccc(C(=O)CSc2nnc(C)o2)cc1
    9%	i	i	6%	-1.2%	-3%	-1%	i	0%	i	-30%
